# TDP43 rescue: inhibitors of TDP-43 toxicity in yeast | AID 652104 | TDP-43 expressing yeast growth rescue, BacTiter-Glo, 24 h | Potency, µM (doses to about 46.1 µM), for inactives: at the highest dose growth rescue (activation), hits mostly activators | 410,000 compounds, 1.8% hits; note: % of control where 0% means no effect; nearly all actives have a fitted effect of over 50% in size
#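 Yeast cells expressing TDP-43 under galactose induction are exposed to compounds for 24 hr at 30 deg C. BacTiter-Glo luminescence measures growth, so protective compounds score as activators.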
# GLP1R inv ag: GLP-1 receptor (human) inverse agonism; P43220; HEK293 GLP-1R CRE-luciferase, luminescence, 24 h; GLP-1R form is constitutively active; Potency, µM (series often up to 38.3 µM), for inactives: at the top dose activity change, negative = inhibition, actives largely listed as inhibitors; 410,000 compounds, 1.6% hits; note: % is set by controls: 0 for no effect and ±100 for the full control effect; nearly all actives have a fitted effect of over 55% in size
# Target sequence (P43220 whole entry, looked up): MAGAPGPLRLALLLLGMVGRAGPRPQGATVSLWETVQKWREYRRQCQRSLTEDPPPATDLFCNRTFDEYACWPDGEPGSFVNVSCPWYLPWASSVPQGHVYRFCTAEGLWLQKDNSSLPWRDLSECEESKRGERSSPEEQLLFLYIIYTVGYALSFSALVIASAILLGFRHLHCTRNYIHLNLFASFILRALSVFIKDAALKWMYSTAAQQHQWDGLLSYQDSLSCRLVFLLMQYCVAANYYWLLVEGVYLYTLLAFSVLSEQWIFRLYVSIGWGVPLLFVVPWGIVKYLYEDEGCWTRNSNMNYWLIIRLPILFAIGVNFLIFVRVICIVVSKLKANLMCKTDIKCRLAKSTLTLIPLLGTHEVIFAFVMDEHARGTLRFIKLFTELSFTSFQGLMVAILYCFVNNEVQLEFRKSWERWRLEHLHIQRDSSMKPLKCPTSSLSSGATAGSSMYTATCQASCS
#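 qHTS in 1536-well format: reporter HEK293 cells expressing constitutive GLP-1R activity in DMEM + 10% Nu serum, 24 hr with compounds at 37 deg C, luminescence read after 12 min with detection reagent.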
# KB-V1 MDR tox: KB-V1 MDR subline cytotoxicity; KB-V1 MDR cells viability, CellTiter-Glo, 72 h; 400,000 compounds, 3.4% hits; Potency, µM (highest dose often 46.1 µM), without a hit: at the highest dose activity change, negative = cytotoxicity, most hits filed as cytotoxic; AID 1347076; note: % is set by controls: 0 for no effect and ±100 for the full control effect; nearly all actives have a fitted effect of over 60% in size
#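 Compound-treated KB-V1 multidrug-resistant cells, 72 h, 37 degrees C; viability by CellTiter-Glo. Fitted qHTS curves give the values.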
# HEK293 tox: cytotoxic in the GLP-1 receptor inverse agonist counter-screen. Potency, µM (top dose mostly 38.3 µM), inactives show at the highest dose activity change, negative = inhibition, hits mostly inhibitors. AID 624418. 410,000 compounds, 0.13% hits. HEK293 cAMP-luciferase reporter cells, luminescence, 24 h;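 note: loss of luciferase light is scored as toxicity; % is set by controls: 0 for no effect and ±100 for the full control effect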
#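 Quantitative HTS format, 1536 wells, 200 cells/uL seeded. Compounds: 23 nL, 24 h, 37 °C. Detection: luciferase reagent, luminescence at 12 min RT; decreased signal taken as cytotoxic.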
# HT1080 IDH1KD tx: kills HT-1080 cells with IDH1 knockdown; HT-1080 IDH1 knockdown viability, ATP luminescence, 48 h; Potency, µM (highest dose often 46.1 µM), without a hit: top-dose activity, negative = toxicity, usual class: cytotoxic; 360,000 compounds, 2% hits; AID 686971;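 note: 0% = DMSO wells and -100% = cell-free medium wells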
#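 Knockdown cells (IDH1KD HT-1080) received compounds 2 h after plating at 750 cells/well and were kept 48 h at 37 °C in 5% FBS RPMI. A CellTiter-Glo luminescence read gave % activity for curve fitting.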
# GLP-1R agonist: GLP-1 receptor (human) agonism. P43220. HEK293 GLP-1R CRE-luciferase, luminescence, 4-6 h; cells express a hypersensitive GLP-1R form. Potency, µM (doses to about 45.6 µM), inactives show top-dose activation, usual class: activators. 380,000 compounds, 0.007% hits. AID 624172; note: % of control where 0% means no effect
# KB-3-1 tox: kills parental KB-3-1 adenocarcinoma cells | KB-3-1 viability, CellTiter-Glo ATP luminescence, 72 h | Potency, µM (top dose mostly 46.1 µM), without a hit: at the highest dose activity change, negative = cytotoxic, actives largely listed as cytotoxic | 400,000 compounds, 1.4% hits; note: % is set by controls: 0 for no effect and ±100 for the full control effect; nearly all actives have a fitted effect of over 60% in size
#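 Here the drug-naive KB-3-1 line serves as comparator for MDR sub-line selectivity; cells received compound titrations, 72 h at 37 °C, then CellTiter-Glo readout.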
# HT1080NT lethal: kills 2HG-producing HT-1080-NT fibrosarcoma cells | AID 686970 | HT-1080-NT fibrosarcoma viability, CellTiter-Glo ATP luminescence, 48 h | Potency, µM (top dose mostly 46.1 µM), for the others: top-dose activity, negative = less viability, actives largely listed as cytotoxic | 360,000 compounds, 1.6% hits;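 note: NT is the 2HG producing partner of a matched IDH1 knockdown line; 0% = DMSO-treated cells and -100% = media-only wells without cells; nearly all actives have a fitted effect of over 55% in size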
#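 Toxicity toward the 2HG-producing NT line was scored as %Activity, normalised to DMSO and no-cell wells, from CellTiter-Glo luminescence after 48 hours' treatment.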
# SW480 rerep: DNA re-replication induction in SW480 cells | 340,000 compounds, 1.8% hits | SW480 DNA re-replication, Hoechst DNA content imaging, 48 h | Potency, µM (series often up to 46.1 µM), for inactives: top-dose re-replication activation, hits mostly activators | AID 624297; note: % of control where 0% means no effect; nearly all actives have a fitted effect of over 55% in size
#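 SW480 cells exposed to compounds for 48 hr at 37 C, 5% CO2, then Hoechst-stained 40 min. Nuclear DNA content imaged by fluorescence scanning (405 nm excitation, 500-530 nm emission); re-replication scored as increased high-intensity nuclei.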
# The depositor's hits bear a star; ? = inconclusive; . = not tested or not shown; & = joins results of further samples; [ ] = another dose, or the depositor's remark. Calls come from the whole dose curve; as a rule, active = well fitted curve in the direction sought with a large enough effect; inconclusive = small, poorly fitted or top-dose-only effect, or another doubt; inactive = no such curve, though single readings can be large; an effect the other way counts as inactive or inconclusive. Potency is the fitted concentration of half-maximal effect.
Compound | TDP43 rescue | GLP1R inv ag | KB-V1 MDR tox | HEK293 tox | HT1080 IDH1KD tx | GLP-1R agonist | KB-3-1 tox | HT1080NT lethal | SW480 rerep
CC1CCCCC1NC(=O)CN(C)S(=O)(=O)c1cccc2cccnc12 (stereo not drawn) | 10% | 0% | ? | 0% | 16% | 12% | 0% | -25% | -3%
O=C(NCc1cccnc1)c1c[nH]c2cc3c(cc2c1=O)OCCO3 | 7% | 7% | -1% | -20% | ? | 7% | ? | -15% | 9%
COc1ccccc1NC(=S)N(CCCN1CCOCC1)Cc1cccs1 | 18% | 5% | ? | 18% | 0% | 6% | 4% | 1% | -4%
CCOc1ccc(C2/C(=C(\O)c3cccc(OC)c3)C(=O)C(=O)N2c2cc(C)on2)cc1OC (stereo not drawn) | 5% | 0% | 8% | -8% | 11% | -17% | -5% | 9% | -1%
COc1cccc(-n2c(=O)c3cc(OC)c(OC)cc3n(CC(=O)Nc3ccccc3)c2=O)c1 | -3% | 3% | 3% | 6% | . | 1% | -10% | . | .
COc1cccc(NC(=O)CSc2nc3ncc(Br)cc3[nH]2)c1 | -9% | ? | 10% | ? | -18% | -4% | 8% | -7% | -10%
CN(C(=O)CN1C(=O)NC(c2ccccc2)(c2ccccc2)C1=O)C1CCS(=O)(=O)C1 (stereo not drawn) | -13% | 2% | -11% | 16% | -1% | -2% | 0% | -3% | ?
CC(NCc1ccncc1)C12CC3CC(CC(C3)C1)C2 (stereo not drawn) | 15% | ? | -20% | 6% | -2% | 4% | -1% | -1% | -4%
CC(NC(=O)C12CC3CC(CC(C3)C1)C2)C(=O)N/N=C/C1=C(N2CCOCC2)C(=C\c2cccc([N+](=O)[O-])c2)/CC1 (stereo not drawn) | -3% | ? | -4% | -30% | 14% | 3% | -6% | -4% | -12%
O=C(c1ccc(CS(=O)Cc2ccc(Cl)cc2)o1)N1CCN(c2ccccc2)CC1 (stereo not drawn) | 7% | ? | -41% | -5% | -8% | 10% | -4% | -11% | -3%
CC(=O)c1ccc(-n2c(CCC(=O)O)ccc2-c2ccc(Cl)cc2)cc1 | 18% | ? | 0% | -11% | 1% | -3% | -6% | 5% | 1%
CCOC(=O)c1ccccc1NC(=O)c1cc(S(=O)(=O)N2CCOCC2)ccc1F | 13% | 24% | -7% | -4% | 0% | 23% | 0% | -11% | -2%
COc1ccc2c(CNCc3ccco3)c(C(=O)O)n(Cc3ccc(F)cc3Cl)c2c1 | 12% | -3% | 4% | -11% | . | . | -2% | . | .
CCCCN1C(=O)C(=O)N(CC(=O)Nc2ccccc2C(=O)OCC)C1=O | 17% | ? | -7% | -12% | ? | 6% | ? | ? | 0%
CCC1=Nc2cc(C(=O)NCCc3ccccc3)ccc2Sc2ccc(Cl)cc21 | -2% | ? | -55% | -42% | . | -1% | 10µM* | . | .
COc1cc(-c2nnc(SCCOc3ccc(Cl)cc3C)o2)cc(OC)c1OC | -12% | 4% | 4% | 1% | . | . | -2% | . | .
Cc1cc(C(=O)Nc2nnc(C3CCCCC3)s2)no1 | 13% | 0% | -8% | -6% | -28% | -7% | 2% | ? | -8%
CCOC(=O)N1CCN(C(=O)c2ccc3c(c2)N=C(CC)c2cc(C)ccc2S3)CC1 | 4% | ? | -15% | -13% | -14% | 0% | -18% | 10% | -16%
CCOC(=O)C1CCN(C(=O)c2cc3cc4ccc(OC)cc4nc3o2)CC1 | 10% | -19% | -23% | -5% | 20% | 5% | 13% | 18% | -26%
CC(C)(C)c1cc(S(=O)(=O)CCc2ccccn2)cc(C(C)(C)C)c1F | ? | ? | -14% | 29% | ? | 6% | -8% | ? | 0%
COc1cccc(C#CC2=CC(=O)CC(C)(C)C2)c1 | ? | ? | ? | -22% | ? | 26% | ? | -28% | .
Cc1ccc2nc(SCC(=O)NCc3ccccc3Cl)nc(=O)n2c1 | 14% | 37%[activator] | 15% | 9% | 9% | -9% | 3% | 7% | -7%
CCCCOc1ccc(CCC(=O)N/N=C/c2ccco2)cc1 | -5% | ? | 3% | -16% | -18% | 10% | 2% | -9% | -8%
Cc1cc(C)c(C#N)c(SCc2ccc(C(=O)O)cc2)n1 | -27% | 5% | 0% | 0% | 9% | 3% | -4% | 15% | 6%
COc1ccc(OC)c(S(=O)(=O)NCc2csc(-c3ccccc3)n2)c1 | -3% | 1% | -26% | -4% | -23% | -2% | -5% | -9% | -2%
COc1cccc(S(=O)(=O)Nc2ccc3sc(C)nc3c2)c1 | ? | 9% | -3% | -1% | -12% | 12% | ? | -3% | ?
COc1ccccc1NC(=O)C(C)OC(=O)COc1cccc2c1OC(C)(C)C2 (stereo not drawn) | 9% | -7% | 1% | 3% | 3% | 9% | 8% | -2% | -2%
COc1ccc(NC(=O)c2sccc2SCc2cccc(C(F)(F)F)c2)cc1 | 2% | ? | 16µM* | 3% | 8.9µM* | 6% | 12% | ? | 6%
COc1ccc(C2CC(c3ccccc3)Nc3nc(NS(C)(=O)=O)nn32)cc1 (stereo not drawn) | 6% | 8% | 6% | 4% | 6% | 1% | 0% | 3% | -21%
CCCC1COC(Cn2cncn2)(c2ccc(C)cc2)O1 (stereo not drawn) | ? | 7% | ? | 7% | 10% | -1% | -11% | 0% | 1%
COc1ccc(C(CNC(=O)c2oc3cc(Br)ccc3c2C)N2CCCCC2)cc1 (stereo not drawn) | 11%&10% | 9%&-1% | ? | 0%&5% | 5% | 0% | 1%&2% | 4% | 1%
COc1ccccc1CNC(=O)CN1C(=O)NC(c2ccccc2)(c2ccccc2)C1=O | -11% | ? | -3% | -5% | -17% | 14% | 5% | -3% | -1%
CCCCSCCCNC(=O)Nc1ccc(C)c(C)c1 | 18%[9.22 µM] | ? | -37% | -21% | -4% | 5% | -3% | -9% | -4%
CC(C)(CNc1ccc([N+](=O)[O-])cc1Cl)N1CCOCC1 | -5% | -7% | -1% | 1% | 2% | 17% | ? | 2% | -30%
COC(=O)c1ccc(COc2ccccc2/C=C(\C#N)C(=O)Nc2ccccc2C)cc1 | 12% | 0% | 18% | 8% | 2% | -2% | 2% | 8% | -7%
COc1cc(O)c(C(CC(=O)N2CCOCC2)c2ccc3c(c2)OCO3)c(OC)c1 (stereo not drawn) | -26% | 2% | -14% | 9% | 3% | -5% | ? | -2% | -4%
CC(=O)N1CCCc2cc(S(=O)(=O)N3CCCC(C(=O)Nc4cc(Cl)ccc4C)C3)ccc21 (stereo not drawn) | -11% | -11% | 12% | -10% | . | . | -21% | . | .
Cc1ccccc1C(=O)Nc1c2c(nc3ccccc13)CCCC2 | 25% | 10% | ? | 5% | -4% | 18% | 3% | 6% | -20%
CC1=CC2=NC(=O)/C(=C\c3cccn3CCOc3ccc(C)c(C)c3)C(=N)N2O1 | -7% | 9% | -8% | -12% | -5% | 25% | -9% | -11% | 3%
CCOc1ccccc1N1C(=O)CC(Sc2n[nH]c(-c3ccccc3)n2)C1=O (stereo not drawn) | ? | 2% | 2% | 3% | ? | 1% | 24% | 26% | ?
COc1ccc(C)cc1NC(=O)Nc1cnccn1 | ? | 20% | 0% | 17% | 3% | 10% | 3% | 4% | -10%
COc1cccc(C(=O)NCCS(=O)(=O)N2CCCCCC2)c1 | 15% | -1% | 12µM* | -9% | 23% | -4% | 3% | 11% | 2%
COc1cc(C(=O)NCCOc2ccccc2)c(Br)c(OC)c1OC | 22% | -28% | -11% | -15% | -3% | 10% | -2% | -9% | 1%
COC(=O)c1ccc(CNC(=O)CNC(=O)c2sc3ccccc3c2Cl)cc1 | -10% | 35%[activator] | 1% | -1% | 6% | 8% | 1% | 0% | ?
CCn1c(CSCc2ccc(F)cc2)nnc1SCC(=O)NCc1ccccc1 | 0% | ? | 2% | -8% | 11% | 5% | 13% | 0% | 1%

# Exported as labelled records: part of the list above.
> COc1ccc(C)cc1NC(=O)Nc1cnccn1
  TDP43 rescue: ? | GLP1R inv ag: 20% | KB-V1 MDR tox: 0% | HEK293 tox: 17% | HT1080 IDH1KD tx: 3% | GLP-1R agonist: 10% | KB-3-1 tox: 3% | HT1080NT lethal: 4% | SW480 rerep: -10%

> COc1cccc(C(=O)NCCS(=O)(=O)N2CCCCCC2)c1
  TDP43 rescue: 15% | GLP1R inv ag: -1% | KB-V1 MDR tox: 12µM* | HEK293 tox: -9% | HT1080 IDH1KD tx: 23% | GLP-1R agonist: -4% | KB-3-1 tox: 3% | HT1080NT lethal: 11% | SW480 rerep: 2%

> COc1cc(C(=O)NCCOc2ccccc2)c(Br)c(OC)c1OC
  TDP43 rescue: 22% | GLP1R inv ag: -28% | KB-V1 MDR tox: -11% | HEK293 tox: -15% | HT1080 IDH1KD tx: -3% | GLP-1R agonist: 10% | KB-3-1 tox: -2% | HT1080NT lethal: -9% | SW480 rerep: 1%

> COC(=O)c1ccc(CNC(=O)CNC(=O)c2sc3ccccc3c2Cl)cc1
  TDP43 rescue: -10% | GLP1R inv ag: 35%[activator] | KB-V1 MDR tox: 1% | HEK293 tox: -1% | HT1080 IDH1KD tx: 6% | GLP-1R agonist: 8% | KB-3-1 tox: 1% | HT1080NT lethal: 0% | SW480 rerep: ?

# Random draw from the library. Share with any hit: about 9.4%.
